CHT inh: human CHT choline transport inhibition; Q9GZV3; CHT-expressing cells, membrane potential dye, choline response; active compounds read low; B-score at 10 µM; 310,000 compounds, 0.86% hits; AID 488975;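 active means B-score over 3 SD under the library average, and starting fluorescence ratio not unusually high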;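 further: choline stimulus applied at its EC90 after an EC20 pre-addition; B-score computed on integrated fluorescence ratio after choline addition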
Target sequence (Q9GZV3 whole entry, looked up): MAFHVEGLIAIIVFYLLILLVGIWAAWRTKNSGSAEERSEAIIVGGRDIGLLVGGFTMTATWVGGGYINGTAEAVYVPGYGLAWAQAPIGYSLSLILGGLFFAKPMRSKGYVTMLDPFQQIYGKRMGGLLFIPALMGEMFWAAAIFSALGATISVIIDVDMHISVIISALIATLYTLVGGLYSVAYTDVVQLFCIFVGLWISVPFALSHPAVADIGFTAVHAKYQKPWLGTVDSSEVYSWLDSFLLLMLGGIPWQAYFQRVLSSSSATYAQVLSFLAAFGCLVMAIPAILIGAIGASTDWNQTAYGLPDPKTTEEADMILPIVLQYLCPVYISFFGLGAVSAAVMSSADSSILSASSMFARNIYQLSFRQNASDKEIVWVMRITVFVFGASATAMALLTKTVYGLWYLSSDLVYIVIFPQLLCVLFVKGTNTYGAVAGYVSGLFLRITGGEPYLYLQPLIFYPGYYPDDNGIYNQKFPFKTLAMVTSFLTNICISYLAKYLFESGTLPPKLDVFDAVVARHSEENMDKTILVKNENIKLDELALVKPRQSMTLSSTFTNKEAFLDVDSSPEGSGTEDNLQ
KCNQ2 inh: KCNQ2 potassium channel inhibitors, primary screen, cell-based, CHO-K1, FluxOR thallium flux, B-score (AID 2156); O88943; 20 min; active compounds read low; B-score at 10 µM; 310,000 compounds, 1.1% hits;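 active means fluorescence ratio B-score at most minus 3 library SDs, with starting brightness B-score within 2 library SDs, cut at about -5.5 in these data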
Kir21 inh: inhibitors of mouse Kir2.1 inward-rectifier potassium channel; P35561; HEK293-Kir2.1, FluxOR thallium flux fluorescence; active compounds read low; B-score at 10 µM; 310,000 compounds, 0.85% hits; AID 1672;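 active means fluorescence ratio B-score at or below minus 3 SD of library scores, with starting-brightness B-score within 2 SD, cut at about -4.2 in these data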;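 further: channel flux triggered by added potassium and thallium sulfate stimulus; B-score of peak minus minimum fluorescence over baseline after thallium stimulus; more negative B-score means stronger Kir2.1 block with less thallium influx; some compounds called inactive have numbers as strong as hits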
Target sequence (P35561 whole entry, looked up): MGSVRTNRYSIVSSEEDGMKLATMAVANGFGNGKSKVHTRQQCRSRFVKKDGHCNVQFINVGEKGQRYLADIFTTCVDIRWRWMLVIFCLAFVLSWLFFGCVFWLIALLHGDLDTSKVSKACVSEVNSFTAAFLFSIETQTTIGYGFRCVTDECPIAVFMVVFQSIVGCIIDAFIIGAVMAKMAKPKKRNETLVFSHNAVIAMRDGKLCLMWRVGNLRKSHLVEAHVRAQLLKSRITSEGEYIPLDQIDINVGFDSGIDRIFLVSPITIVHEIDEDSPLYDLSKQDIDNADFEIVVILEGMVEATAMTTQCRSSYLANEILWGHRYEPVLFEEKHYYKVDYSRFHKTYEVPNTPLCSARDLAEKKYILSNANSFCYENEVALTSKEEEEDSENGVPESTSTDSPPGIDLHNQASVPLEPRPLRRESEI
Active calls of the source: *; & = joins results of further samples.

`COc1ccc(NC(=O)c2ccco2)cc1NC(=O)c1cccc(OC(C)C)c1` gave CHT inh inactive, KCNQ2 inh inactive and Kir21 inh 0.21.
Cc1ccc(-n2c(SCC(=O)Nc3ccc4c(c3)OCO4)nnc2-c2cccs2)cc1 was read as CHT inh inactive, KCNQ2 inh inactive and Kir21 inh 1.1.
`Cc1ccc(OCCn2cc(/C=C/C(=O)O)c3ccccc32)cc1` gave KCNQ2 inh inactive and Kir21 inh -0.14.
O=C(CN1CCN(S(=O)(=O)c2ccccc2)CC1)NC1CC1 was read as CHT inh inactive, KCNQ2 inh inactive and Kir21 inh -0.07.
For N/C(=N\OC(=O)c1ccccc1Br)c1ccc([N+](=O)[O-])cc1 the results were CHT inh inactive, KCNQ2 inh inactive and Kir21 inh -0.27.
`CCOC(=O)CNC(=O)CSc1nnc(-c2ccccc2OC)n1CC` gave CHT inh inactive, KCNQ2 inh inactive and Kir21 inh 0.82.
Screening O=C(CSc1nc2ccc(Cl)cc2[nH]1)Nc1ccc2c(c1)CCC2 returned CHT inh inactive, KCNQ2 inh inactive and Kir21 inh 2.1.
COCCN1C(=O)N[C@@H](c2ccccc2)[C@H](C(=O)OC)[C@H]1C was read as CHT inh inactive, KCNQ2 inh inactive and Kir21 inh -2.3.
COn1c(-c2ccccc2)nc2c1CCc1nonc1-2 was read as CHT inh inactive, KCNQ2 inh inactive and Kir21 inh 1.6.
Screening COc1ccc(C(=O)CC(=O)C(=O)Nc2ccc(Cl)cc2)cc1 returned CHT inh inactive, KCNQ2 inh inactive and Kir21 inh -0.34.
For Cn1c(CCc2ccccc2)nnc1SCC(=O)N1CCOCC1 the results were CHT inh inactive, KCNQ2 inh inactive and Kir21 inh -1.
Cc1nc2ccccn2c1C(=O)CSc1ccccc1 was read as CHT inh inactive, KCNQ2 inh inactive and Kir21 inh 0.75.
Screening CN(C)S(=O)(=O)c1ccc(Cl)c(-c2nnc3n2CCCCC3)c1 returned CHT inh inactive, KCNQ2 inh inactive and Kir21 inh 0.1.
`COc1ccc(C)cc1S(=O)(=O)NC(C)c1cnn(-c2ccccn2)c1C` (stereo not given) gave CHT inh inactive, KCNQ2 inh inactive and Kir21 inh -1.8.
O=[N+]([O-])c1ccc(C=Nc2cccc3ccccc23)s1 was read as CHT inh inactive, KCNQ2 inh inactive and Kir21 inh 0.88.
Cc1ccc(S(=O)(=O)CCN2CCC(O)(c3ccccc3)CC2)cc1 was read as CHT inh inactive, KCNQ2 inh inactive and Kir21 inh -1.1.
Screening O=C(c1cc(-c2ccc(Cl)cc2)on1)N1CCOCC1 returned CHT inh inactive, KCNQ2 inh inactive and Kir21 inh -0.77.
For COc1ccc2c(c1)[nH]c1c(=O)n(CCCn3ccnc3)cnc12 the results were CHT inh inactive, KCNQ2 inh inactive and Kir21 inh -1.5.
`Cc1ccsc1/C=N/N1CCN(c2ccccn2)CC1` gave CHT inh inactive, KCNQ2 inh inactive and Kir21 inh 0.03.
For CCOC(=O)c1cc(S(=O)(=O)NCC2CCN(Cc3cccc(C)c3)CC2)cn1C the results were CHT inh inactive, KCNQ2 inh inactive and Kir21 inh -1.4.
Cc1ccc(-n2c(SCC(N)=O)nnc2-c2ccco2)cc1 was read as CHT inh inactive, KCNQ2 inh inactive and Kir21 inh -1.4.
For NC(=O)C[C@@H]1N[C@]2(C(=O)Nc3ccccc32)[C@@H]2C(=O)N(c3cc(C(F)(F)F)ccc3Cl)C(=O)[C@H]12 the results were CHT inh inactive, KCNQ2 inh inactive and Kir21 inh -0.3.
`COc1ccc(-c2cc(C(=O)Nc3ccc(OC)cc3OC)no2)cc1` gave CHT inh inactive, KCNQ2 inh inactive and Kir21 inh 0.5.
For Cc1nn(Cc2ccc(C(=O)N3CCOCC3)o2)c(C)c1Br the results were CHT inh inactive, KCNQ2 inh inactive and Kir21 inh 0.01.
Cc1cccc(C2c3[nH]c4ccccc4c3CCN2C(=O)Cc2n[nH]c(C)n2)n1 (stereo not given) was read as CHT inh inactive, KCNQ2 inh inactive and Kir21 inh 1.9.
Screening CSCC[C@H](NC(=O)OC(C)(C)C)c1nnc(SCC(=O)Nc2ccc(C)cc2C)o1 returned CHT inh inactive, KCNQ2 inh inactive and Kir21 inh 0.49.
Screening Cc1ccc(C(NC(=O)NN2CCN(C)CC2)C(Cl)Cl)cc1F (stereo not given) returned CHT inh inactive, KCNQ2 inh inactive and Kir21 inh 1.3.
O=Cc1ccc(N2Cc3ccccc3C2)cc1 was read as CHT inh inactive, KCNQ2 inh inactive and Kir21 inh -1.2.
For COc1ccc(N2C(=O)CC(N(CCc3ccccc3)C(=O)c3ccccc3)C2=O)cc1 (stereo not given) the results were CHT inh inactive, KCNQ2 inh inactive and Kir21 inh 0.24.
Screening Cc1c(C(=O)Nc2ccccc2)cnn1-c1ccccc1 returned CHT inh inactive, KCNQ2 inh inactive and Kir21 inh -1.3.

Retrieved by compound from the list above:
O=C(CN1CCN(S(=O)(=O)c2ccccc2)CC1)NC1CC1 was read as CHT inh inactive, KCNQ2 inh inactive and Kir21 inh -0.07.
Cc1nc2ccccn2c1C(=O)CSc1ccccc1 was read as CHT inh inactive, KCNQ2 inh inactive and Kir21 inh 0.75.

Filtered by structure: the entries above with bromine
For N/C(=N\OC(=O)c1ccccc1Br)c1ccc([N+](=O)[O-])cc1 the results were CHT inh inactive, KCNQ2 inh inactive and Kir21 inh -0.27.
For Cc1nn(Cc2ccc(C(=O)N3CCOCC3)o2)c(C)c1Br the results were CHT inh inactive, KCNQ2 inh inactive and Kir21 inh 0.01.

Following part
Screening O=C(O)c1cccc2c1C(=O)N(c1ccccc1)C2 returned CHT inh inactive, KCNQ2 inh inactive and Kir21 inh 1.3.
`COc1ccc(N2CCN(CC(O)COc3ccc([N+](=O)[O-])cc3)CC2)cc1` (stereo not given) gave CHT inh inactive, KCNQ2 inh inactive and Kir21 inh -0.44.
Screening Cc1cc(C(=O)OCC(=O)Nc2nc(-c3ccccc3)cs2)c(C)o1 returned CHT inh inactive, KCNQ2 inh inactive and Kir21 inh -2.6.
`O=C1CC(=O)Nc2cc(S(=O)(=O)N3CCOc4ccccc43)ccc2N1` gave CHT inh inactive, KCNQ2 inh inactive and Kir21 inh 0.64.
`Cc1[nH]c2ccc(C(=O)NCCCN(C)C3CCCCC3)cc2c1C` gave CHT inh inactive, KCNQ2 inh inactive and Kir21 inh 0.05.
Screening Cc1ccc2c(c1)C(c1ccncc1)=NNC(c1ccc(F)cc1)=N2 returned CHT inh inactive, KCNQ2 inh inactive and Kir21 inh 0.12.
Screening COc1ccccc1OCCCCCc1c(C)n[nH]c1C returned CHT inh inactive, KCNQ2 inh inactive and Kir21 inh -1.4.
For O=C(CNC1C(=O)Nc2ccccc21)Sc1ccccc1 (stereo not given) the results were CHT inh inactive, KCNQ2 inh inactive and Kir21 inh -0.64.
Screening CN1C(=O)C(O)(CC(=O)c2cccc(-n3cccc3)c2)c2ccccc21 (stereo not given) returned CHT inh inactive, KCNQ2 inh inactive and Kir21 inh -0.04.
`CC1CN(C(=O)COC(=O)c2nn(-c3ccccc3)c(=O)c3ccccc23)CC(C)O1` (stereo not given) gave CHT inh inactive, KCNQ2 inh inactive and Kir21 inh -0.1.
CCOc1cc(/C=N/Nc2nnc(C)n2N)ccc1O was read as CHT inh inactive, KCNQ2 inh inactive and Kir21 inh 0.18.
Cc1cc(C)n(CC(C)Nc2nc3nonc3nc2N2CCCCC2)n1 (stereo not given) was read as CHT inh inactive, KCNQ2 inh inactive and Kir21 inh -1.3.
For CCOc1cc(C(=O)OCC(=O)Nc2cc(C)on2)ccc1OCC(C)C the results were CHT inh inactive, KCNQ2 inh inactive and Kir21 inh -1.5.
Screening FC(F)(F)c1cccc(N2CCN(c3nnnn3-c3ccccc3)CC2)c1 returned CHT inh inactive, KCNQ2 inh inactive and Kir21 inh -0.4.
Screening CCOC(=O)C1=C(COCCN)NC(C)=C(C(=O)OC)C1c1ccccc1Cl (stereo not given) returned CHT inh inactive, KCNQ2 inh inactive and Kir21 inh -2.3&-3.8.

Three compounds already listed, sorted by molar mass, smallest number first:
O=Cc1ccc(N2Cc3ccccc3C2)cc1 was read as CHT inh inactive, KCNQ2 inh inactive and Kir21 inh -1.2.
Screening O=C(CSc1nc2ccc(Cl)cc2[nH]1)Nc1ccc2c(c1)CCC2 returned CHT inh inactive, KCNQ2 inh inactive and Kir21 inh 2.1.
For CCOc1cc(C(=O)OCC(=O)Nc2cc(C)on2)ccc1OCC(C)C the results were CHT inh inactive, KCNQ2 inh inactive and Kir21 inh -1.5.

Remaining list, next part:
CC(C)CNC(=O)c1ccc(NC(=O)c2ccccc2[N+](=O)[O-])cc1 was read as CHT inh inactive, KCNQ2 inh inactive and Kir21 inh 1.8.
COc1ccc(OC)c(CNc2nc3ccccc3n2CCN2CCCCC2)c1 was read as CHT inh inactive, KCNQ2 inh inactive and Kir21 inh -3.2.
For COc1cccc(C(=O)NCCS(=O)(=O)NCC2CCCO2)c1 (stereo not given) the results were CHT inh inactive, KCNQ2 inh inactive and Kir21 inh 2.8.
Screening O=C(NCCOC(=O)C1COc2ccccc2O1)c1cccnc1 (stereo not given) returned CHT inh inactive, KCNQ2 inh inactive and Kir21 inh -0.82.
For Cc1nc(C)c(Cc2ccccc2Cl)c(=O)[nH]1 the results were CHT inh inactive, KCNQ2 inh inactive and Kir21 inh -0.21.
`COc1ccccc1NC(=O)N1CCN(c2ncccn2)CC1` gave CHT inh inactive, KCNQ2 inh inactive and Kir21 inh -1.1.
COC(=O)c1cc(-c2ccc(Cl)cc2Cl)n[nH]1 was read as CHT inh inactive, KCNQ2 inh inactive and Kir21 inh -1.2.
`COC(=O)c1sccc1NC(=O)C1CC(C)=C(C)CC1C(=O)O` (stereo not given) gave CHT inh inactive, KCNQ2 inh inactive and Kir21 inh 1.
Screening CCCCCc1nnc(NC(=O)C2COc3ccccc3O2)s1 (stereo not given) returned CHT inh inactive, KCNQ2 inh inactive and Kir21 inh 0.01.
Screening CCS(=O)(=O)c1nc(S(=O)(=O)c2ccc(C)cc2)c(NCCCN2CCOCC2)s1 returned CHT inh inactive, KCNQ2 inh inactive and Kir21 inh 1.6.
Screening Oc1ccccc1-c1nc(NCc2cccnc2)c2ccccc2n1 returned CHT inh inactive, KCNQ2 inh inactive and Kir21 inh 2.4.
N/C(=N\OC(=O)c1cnn(-c2ccccc2)c1C(F)(F)F)c1ccc(C(F)(F)F)cc1 was read as CHT inh inactive, KCNQ2 inh inactive and Kir21 inh -0.11.
O=C(NCCCN1CCOCC1)c1cccc(S(=O)(=O)N2CCc3ccccc3C2)c1 was read as CHT inh inactive, KCNQ2 inh inactive and Kir21 inh -0.17.
Screening C=CCN(C(=O)c1csnn1)C(C(=O)NCc1ccc(F)cc1)c1ccccc1 (stereo not given) returned CHT inh inactive, KCNQ2 inh inactive and Kir21 inh -0.19.
Screening CCCC1C(=O)N(c2ccccc2)C1c1ccccc1 (stereo not given) returned CHT inh inactive, KCNQ2 inh inactive and Kir21 inh -0.07.
`COc1ccccc1NC(=S)NCCN1CCOCC1` gave CHT inh -8.3*, KCNQ2 inh inactive and Kir21 inh 2.5.
`CCCN1CCN(S(=O)(=O)c2ccc(OC)c(Br)c2)CC1` gave CHT inh inactive, KCNQ2 inh inactive and Kir21 inh 0.43.
CC(=O)c1cccc(NC(=O)CCCSc2ccccc2)c1 was read as CHT inh inactive, KCNQ2 inh inactive and Kir21 inh 0.63.
`O=C(Nc1c(-c2ccccc2)nc2ccccn12)c1ccco1` gave CHT inh inactive, KCNQ2 inh inactive and Kir21 inh 0.43.
`COc1ccc(C(=O)N2CC=C(c3ccccc3)CC2)cc1S(=O)(=O)N1CCOCC1` gave CHT inh inactive, KCNQ2 inh inactive and Kir21 inh 0.82.
Screening COc1ccccc1CN(C)C(=O)c1cc2ccccc2o1 returned CHT inh inactive, KCNQ2 inh inactive and Kir21 inh -0.72.
For O=C(CSc1ncnc2nc[nH]c12)c1ccccc1 the results were CHT inh inactive, KCNQ2 inh inactive and Kir21 inh -0.46.
Screening COc1ccc(OC)c2c1nc1n2CCS1 returned CHT inh inactive, KCNQ2 inh inactive and Kir21 inh 0.02.
`COc1ccc(NC2SC(=O)N(C)C2=O)cc1` (stereo not given) gave CHT inh inactive, KCNQ2 inh inactive and Kir21 inh 0.62.
`O=C(CCSc1ccccc1)Nc1nnc(-c2ccccc2)o1` gave CHT inh inactive, KCNQ2 inh inactive and Kir21 inh 0.05.
Cc1cc(-c2ccc(Cl)cc2)n2nc(N)nc2n1 was read as CHT inh inactive, KCNQ2 inh inactive and Kir21 inh -2.1.
For OCC[C@@H]1C[C@@H](O)[C@H](O)[C@]2(Cc3ccccc3CCO2)O1 the results were CHT inh inactive, KCNQ2 inh inactive and Kir21 inh -0.34.
For CCOc1ccccc1N1CCN(Cc2ccc(OC)c(OC)c2OC)CC1 the results were CHT inh inactive, KCNQ2 inh inactive and Kir21 inh 0.11.
For COc1ccccc1N1CCN(C(=O)C2CCC(Cn3c(=S)[nH]c4ccccc4c3=O)CC2)CC1 (stereo not given) the results were CHT inh inactive, KCNQ2 inh inactive and Kir21 inh -0.46.
For Cc1cccc(N2CCN(C(=O)c3c(-c4ccccc4Cl)noc3C)CC2)c1C the results were CHT inh inactive, KCNQ2 inh inactive and Kir21 inh 2.3.
`C=CCNC(=S)N/N=C/c1ccc(C(C)(C)C)cc1` gave KCNQ2 inh inactive and Kir21 inh 0.49.
Screening COc1ccc(OC)c(S(=O)(=O)NCCc2csc(-c3cccnc3)n2)c1 returned CHT inh inactive, KCNQ2 inh inactive and Kir21 inh 0.44.
CN(C)C(=O)c1nnsc1Sc1ccc(Cl)cc1 was read as CHT inh inactive, KCNQ2 inh inactive and Kir21 inh 0.18.
Screening COc1cc(/C=C/C(=O)OCC(=O)N2CCN(C(=O)c3ccco3)CC2)ccc1O returned CHT inh inactive, KCNQ2 inh inactive and Kir21 inh -1.5.
